# All columns: NCI-60 one-dose screen, growth in % after 48 h at 10 µM unless noted; 100 = growth as untreated, 0 = no growth, -100 = all killed.
# BT-549 – BT-549 breast cancer. AID 1794793. hit rate 4.4% among 78,000
# MALME-3M – MALME-3M melanoma. hit rate 5.8% among 78,000
# SK-MEL-2 – SK-MEL-2 melanoma | hit rate 4.7% among 77,000 | AID 1794763
# MDA-MB-231 – MDA-MB-231 breast cancer; hit rate 5% among 81,000; AID 1794789
# MCF7 – MCF7 breast cancer; hit rate 6.3% among 82,000; AID 1794796
# T-47D – T-47D breast cancer; AID 1794792; hit rate 5% among 79,000
# LOX IMVI – LOX IMVI melanoma; hit rate 7.4% among 79,000
# HS 578T – HS 578T breast cancer. hit rate 4.1% among 78,000
# * marks the source's active call; other numbers are inactive results; / = not tested or not shown; & = joins results of further samples; ! = not active in a repeat. The calls were made as follows: active = growth percent below 10; inactive = the rest.
(1) Nc1c(C(=O)c2ccc3c(c2)OCO3)sc2nc3c(cc12)CN(Cc1ccccc1)CC3
(2) Cc1ccc(S(=O)(=O)c2c(NC(=O)c3ccc(Cl)cc3Cl)n[nH]c2Nc2ccccc2)cc1
(3) CCN(CC)CCOc1ccc(NC(C)=O)cc1
(4) Nc1ccc(F)c(C(F)(F)F)c1
(5) COCCCNCC(=O)Nc1c(C)cccc1C
(6) CCOc1ccc(NC(=O)CC(C)O)cc1 (stereo unspecified)
(7) N#CC1c2ccccc2C=CN1C(=O)c1ccccc1 (stereo unspecified)
(8) CCOC(=O)c1cn2c3c(cc(C)cc3c1=O)C(=O)/C(=C/c1ccc(F)cc1)C2
(9) COc1ncc(-c2ccc3ncnc(Nc4cccc(Cl)c4)c3c2)cc1NS(=O)(=O)CCN1CCOCC1
(10) O=c1c2ccccc2nc2n1Cc1nc3ccccc3c(=O)n1C2

entry no.	1	2	3	4	5	6	7	8	9	10
T-47D	/	78	76	107	103	88	103&106	63	-11*	108&106
LOX IMVI	75	92	92	100	101	93	95&102	103	1.3*	98&96
BT-549	107	102	91	110	104	67	139&115	87	-4.1*	94&90
SK-MEL-2	/	97	104	99	112	98	109	80	-1.2*	119&103
MDA-MB-231	85	96	108	102	97	97	94&96	96	16	105&99
HS 578T	90	87	113	98	124	/	150&94	104	-21*	114&92
MALME-3M	56	129	95	96	/	110	108&95	129	-20*	108&80
MCF7	48	85	97	101	114	103	114&93	90	7.2*	98&85

(11) COc1cc(/C=C/C(=O)Nc2ccc(-c3nc4ccc(F)cc4s3)cc2)cc(OC)c1OC
(12) NC(=O)c1c(NC(=O)Nc2ccc(F)c(Cl)c2)sc2cc(O)ccc12
(13) Cc1sc2ncn(CC(=O)Nc3ccc(S(N)(=O)=O)cc3)c(=O)c2c1C
(14) COc1ccc(/C=N\Nc2ccc([N+](=O)[O-])cn2)cc1OC
(15) CC(=O)NN1CCN(C)CC1
(16) O=C(O)CC(O)(CC(=O)O)C(=O)O
(17) CC(C)CC(C)NCC(C)O (stereo unspecified)
(18) O=C1OC(=O)c2c(I)cccc21
(19) O=C(Nc1ccccn1)c1ccc(-n2c(=O)[nH]c3ccccc3c2=O)cc1
(20) Cc1c(C(=O)N[C@H]2CCCN(Cc3ccccc3)C2)nn(-c2ccc(Cl)cc2Cl)c1-c1ccc(Cl)cc1

entry no.	11	12	13	14	15	16	17	18	19	20
T-47D	89	40	96	-7.3*	95	100&103&107	113	112	93	63
LOX IMVI	102	57	99	69	92	94&94&100	105	101	76	63
BT-549	/	57	98	/	88	118&109&110	104	114	70	73
SK-MEL-2	113	74	106	/	91	118&119	117	93	102	68
MDA-MB-231	100	98	102	-0.4*	94	84&114&99	107	110	75	51
HS 578T	105	91	96	48	91	102&105&103	114	104	94	96
MALME-3M	103	120	102	/	98	103&107&100	96	99	94	95
MCF7	69	51	101	75	92	100&95	99	91	96	71

(21) O=C(OCc1ccc2c(c1)OCO2)c1cccc2ccccc12
(22) O=C1CSC(c2ccc(C(F)(F)F)cc2)N1NC(=O)C(O)(c1ccccc1)c1ccccc1 (stereo unspecified)
(23) Cc1cccc(NC(=O)CN2CCN(c3cc(=O)[nH]c4ccc(F)cc34)CC2)c1
(24) C[C@]12C[C@H](c3ccoc3)OC(=O)[C@H]1CC[C@@]1(C)[C@@H]2C=C[C@@H](O)[C@]1(O)C(=O)O
(25) C[N+](C)(C)Cc1ccccc1C(=O)c1ccccc1
(26) CN1CCC2(CC1)OC(c1ccccc1)C(c1ccccc1)O2 (stereo unspecified)
(27) CC/C(=C(/c1ccc(O)cc1)c1ccc(OCCN(C)C(=O)COCCOCCNC(=O)c2ccc3c(c2)CN([C@@H]2CCC(=O)NC2=O)C3=O)cc1)c1ccccc1
(28) CC12OC(c3ccccc3)C(C)(C1=O)C(c1ccccc1)=C2c1ccccc1 (stereo unspecified)
(29) C#Cc1cccc(Nc2ncnc3ccc(N/C=C(/C#N)C(=O)OCC)cc23)c1
(30) CC(C)(C)OC(=O)CC(C)(O)c1ccc(Cl)cc1 (stereo unspecified)

entry no.	21	22	23	24	25	26	27	28	29	30
T-47D	114	77	84	104	94	91	33	48	73	96
LOX IMVI	99	41	102	97	96	93	97	62	103	102
BT-549	100	90	92	81	109	95	43	86	100	99
SK-MEL-2	110	100	99	91	117	93	93	85	123	111
MDA-MB-231	97	93	95	108	102	105	8.8*	76	97	112
HS 578T	96	88	90	105	118	94	54	83	103	95
MALME-3M	90	105	93	106	86	102	31	104	119	117
MCF7	97	85	91	91	99	104	19	58	97	97

(31) O=C(CN1C(=O)S/C(=C\c2ccccc2)C1=O)Nc1ncc(Cc2ccccc2)s1
(32) O=C(CSc1nc2sc3c(c2c(=O)n1-c1ccc(Cl)cc1)CCCC3)NNC(=O)c1ccccc1
(33) COc1cnc2c(c1)C(=O)c1c-2n(CCCN2CCN(C)CC2)c(=O)c2cc(Cl)ccc12
(34) CN(C)CCOC1(CC2CCCCC2)CCC(C(C)(C)C)CC1 (stereo unspecified)
(35) COc1cc(/C=C/c2nc3ccccc3c(=O)n2-c2ccc(C#Cc3ccc(C(C)(C)C)cc3)cc2C)ccc1O
(36) CC1CC=CCC1C(=O)OC/C=C/COC(=O)C1CC=CCC1C (stereo unspecified)
(37) CC(C)COCC(O)CCl (stereo unspecified)
(38) NS(=O)(=O)c1cccc(NCCC(=O)c2ccc3ccccc3c2)c1
(39) CC(=O)c1cccc(Nc2ncnc3ccc(NC(=O)c4ccccc4)cc23)c1
(40) COc1cc(-c2nc3cc(C)ccn3c2N)ccc1O

entry no.	31	32	33	34	35	36	37	38	39	40
T-47D	97	102	8.7*	66	88	105	96	94	69	101
LOX IMVI	86	84	38	63	90	83	101	98	96	107
BT-549	97	93	/	80	114	/	98	102	85	104
SK-MEL-2	109	122	32	85	108	98	107	102	88	100
MDA-MB-231	82	94	49	37	123	99	106	106	96	100
HS 578T	95	97	55	70	/	124	111	125	103	/
MALME-3M	86	102	75	78	115	104	92	107	111	109
MCF7	101	78	21	58	89	96	95	99	82	94

(41) Nc1c(Cl)cc(/C=C2\C=Cc3ccccc32)cc1Cl
(42) CCOC(=O)/C(C#N)=C/c1cccc(Cl)c1
(43) Cc1ccc(N)nc1
(44) O=c1[nH]c(=S)[nH]c(=O)n1Cc1ccc(F)cc1
(45) CCOC(=O)c1c(Nc2ccccc2)nn2c(N)c(C#N)c(-c3ccc(Cl)cc3)nc12
(46) O=C(Nc1nnc(-c2ccccc2)s1)c1ccccc1
(47) Cc1cccc(/C=C/c2c(C(=O)c3ccccc3)c(=O)[nH]c3ccccc23)c1
(48) Cc1ccc([N+](=O)[O-])c(C)c1
(49) Nc1c(C(=O)Nc2cccc(Cl)c2)oc2ncccc12
(50) CC1(C)CC(=O)C2(CNC3=C(CCC(C)(C)C3)C2)C(=O)C1

entry no.	41	42	43	44	45	46	47	48	49	50
T-47D	96	105	111	90	68	96	68	101	77	106
LOX IMVI	90	102	93&99	95	49	/	98	93	91	102
BT-549	101	114	108&120	97	97	116	94	105	96	118
SK-MEL-2	120	109	96&120	111	87	/	86	110	112	101
MDA-MB-231	113	108	106	104	70	101	92	85	87	104
HS 578T	115	102	109	93	34	102	95	99	102	112
MALME-3M	119	/	100&98	100	85	97	107	120	107	91
MCF7	123	105	95&105	98	65	63	97	103	79	92

# 3 compounds from above, sorted by heavy-atom count, high to low:
(45) CCOC(=O)c1c(Nc2ccccc2)nn2c(N)c(C#N)c(-c3ccc(Cl)cc3)nc12
(50) CC1(C)CC(=O)C2(CNC3=C(CCC(C)(C)C3)C2)C(=O)C1
(48) Cc1ccc([N+](=O)[O-])c(C)c1

entry no.	45	50	48
T-47D	68	106	101
LOX IMVI	49	102	93
BT-549	97	118	105
SK-MEL-2	87	101	110
MDA-MB-231	70	104	85
HS 578T	34	112	99
MALME-3M	85	91	120
MCF7	65	92	103

# (listing goes on)
(51) COc1cnc2c(c1)C(=O)c1c-2n(CCCNCC2CC2)c(=O)c2cc(F)ccc12
(52) N#Cc1cccc(NC(=O)c2cc(-c3ccc(F)cc3F)ccc2O)c1
(53) CC(C)=COC(=N)C(N)=O
(54) COc1cc(-c2nc(C(=O)Nc3ccc(CC(=O)O)cc3)nn2-c2ccc(Cl)cc2)cc(OC)c1OC
(55) CC1(C)C(=O)CC[C@]2(C)[C@H]3C(=O)C=C4[C@H]5C[C@](C)(C(=O)N6CCCNCC6)CC[C@]5(C)CC[C@@]4(C)[C@]3(C)CC[C@@H]12
(56) O=C(Nc1c(Br)cc2c(c1Br)Cc1cc([N+](=O)[O-])ccc1-2)C(Cl)Cl
(57) NS(=O)(=O)Oc1ccc(CNC(=O)C23CC4CC(CC(C4)C2)C3)cc1
(58) O=C1c2cccc(S(=O)(=O)O)c2C(=O)c2cccc(Cl)c21
(59) N#Cc1c(NC(=O)c2ccc([N+](=O)[O-])s2)[n+]([O-])c2ccc(F)cc2[n+]1[O-]
(60) Oc1ccccc1N=Cc1ccc2c(c1)OCO2

entry no.	51	52	53	54	55	56	57	58	59	60
T-47D	-21*	7.5*!	91	93	96	71	79	92	90	114
LOX IMVI	-59*	1.2*!	91	94	98	89	97	95	117	84
BT-549	-1.0*	-0.2*	106	101	100	/	104	/	89	/
SK-MEL-2	/	0.8*	92	100	104	/	101	77	98	98
MDA-MB-231	-25*	6.6*	114	99	82	85	93	113	104	95
HS 578T	26	3.2*!	91	105	99	54	99	105	98	112
MALME-3M	-12*	-9.3*	86	87	97	85	99	95	123	/
MCF7	-8.1*	2.5*	86	95	86	79	90	86	140	88

# From compound 51 to 52, as listed above:
(51) COc1cnc2c(c1)C(=O)c1c-2n(CCCNCC2CC2)c(=O)c2cc(F)ccc12
(52) N#Cc1cccc(NC(=O)c2cc(-c3ccc(F)cc3F)ccc2O)c1

entry no.	51	52
T-47D	-21*	7.5*!
LOX IMVI	-59*	1.2*!
BT-549	-1.0*	-0.2*
SK-MEL-2	/	0.8*
MDA-MB-231	-25*	6.6*
HS 578T	26	3.2*!
MALME-3M	-12*	-9.3*
MCF7	-8.1*	2.5*

# The results go on:
(61) CCOC(=O)C1=C(N)N(c2ccccc2)C2=C(C(=O)CC(C)(C)C2)C1c1ccc(F)cc1 (stereo unspecified)
(62) COc1ccc(-c2nc3sccn3c2-c2cc(-c3ccc4cc(OC)ccc4c3)on2)cc1
(63) Cc1c(C(=O)NCCC(=O)NO)sc2ncnc(Nc3ccc(NC(=O)Nc4cccc(C(F)(F)F)c4)cc3)c12
(64) COc1cc(/C=C/c2ccccc2)ccc1O
(65) COc1ccc(/C(N)=N/C(N)=N/c2nc(-c3ccccc3)cs2)cc1
(66) Cc1c2c(cn1C)CCc1cnc(=O)[nH]c1-2
(67) COc1ccc2c(c1)/C(=C\c1c(-c3ccc(C)cc3)nc3ccccn13)C(=O)N2
(68) COc1ccc(/C=C2\CN(C(=O)CCN3CCC(=NO)CC3)C/C(=C\c3ccc(OC)cc3)C2=O)cc1
(69) COc1ccc(Nc2nc(-c3cccc4ccccc34)nc3sc4c(c23)CCCCCC4)cc1
(70) CC1=C(C(=O)OCc2ccccc2)C(c2cccc(C#N)c2)C(C(=O)OCc2ccccc2)=C(C)N1
(71) COc1cc2c3cc1Oc1c(OC)c(OC)cc4c1C(Cc1ccc(O)c(c1)Oc1ccc(cc1)CC3N(C)CC2)N(C)CC4 (stereo unspecified)
(72) O=C1OC(=O)C2C3C=CC(CC3)C12 (stereo unspecified)
(73) Cc1ccc(F)c(Br)c1

entry no.	61	62	63	64	65	66	67	68	69	70	71	72	73
T-47D	98	75	101	114	61	103	62	23	106	46	-65*	107	96
LOX IMVI	98	102	95	113	79	104	74	-92*	92	35	-90*	97	96
BT-549	108	105	137	106	91	/	73	15	94	109	33	95	95
SK-MEL-2	110	110	109	112	99	115	88	89	102	80	-16*	110	100
MDA-MB-231	109	90	105	100	89	98	78	-58*	103	62	-24*	90	113
HS 578T	100	101	94	/	103	114	91	6.9*	104	64	55	90	101
MALME-3M	106	122	112	138	94	184	98	-41*	108	67	-79*	78	96
MCF7	99	79	89	94	70	107	88	-0.3*	81	47	-71*	88	105

# Random excerpt: six records from the list, in no set order.
(5) COCCCNCC(=O)Nc1c(C)cccc1C
(47) Cc1cccc(/C=C/c2c(C(=O)c3ccccc3)c(=O)[nH]c3ccccc23)c1
(6) CCOc1ccc(NC(=O)CC(C)O)cc1 (stereo unspecified)
(44) O=c1[nH]c(=S)[nH]c(=O)n1Cc1ccc(F)cc1
(42) CCOC(=O)/C(C#N)=C/c1cccc(Cl)c1
(70) CC1=C(C(=O)OCc2ccccc2)C(c2cccc(C#N)c2)C(C(=O)OCc2ccccc2)=C(C)N1

entry no.	5	47	6	44	42	70
T-47D	103	68	88	90	105	46
LOX IMVI	101	98	93	95	102	35
BT-549	104	94	67	97	114	109
SK-MEL-2	112	86	98	111	109	80
MDA-MB-231	97	92	97	104	108	62
HS 578T	124	95	/	93	102	64
MALME-3M	/	107	110	100	/	67
MCF7	114	97	103	98	105	47

# Source: PubChem BioAssay (NCI)
